pAkt inh: HTS Assay for Inhibitors of Akt Phophorylation: Primary Screen. Neuro2A IGF-stimulated pAkt S473 HTRF, 20 min; hits give low values. activity change, % for hits at 50 µM. 0.32% of 360,000 active; in the data active = activity change below about -80%; inconclusive = mostly about -51% to -80%; note: % is set by controls: 0 for no effect and ±100 for the full control effect
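Neuro2A cells in DMEM with 0.5% FBS, overnight at 37 deg C, given compound at single 50 µM final, then IGF (6 nM final) for 20 min at 37 deg C. Lysed; phospho-Akt Ser473 by HTRF after 24 h, 665/615 ratio.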
HEK293 tox: qHTS of GLP-1 Receptor Inverse Agonists: Cytotox Screen; Potency, µM (doses to about 38.3 µM), without a hit: top-dose activity change, negative = inhibition, hits mostly inhibitors; HEK293 cAMP-luciferase reporter cells, luminescence, 24 h; 0.13% of 410,000 active;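 note: loss of luciferase light is scored as toxicity; potency is the fitted concentration of half-maximal effect; % is set by controls: 0 for no effect and ±100 for the full control effect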
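1536-well qHTS counterscreen of the MLSMR; 200 cells/uL, 12 h pre-incubation, 23 nL cpd, 24 h at 37 deg C 5% CO2, luciferase detection reagent, 12 min RT, luminescence. Inhibition = undesired.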
Abeta yeast res: qHTS for compounds that reverse cellular toxicity of Amyloid beta (A-beta) peptide in yeast: Primary Screen. AID 1347071, 2019. yeast expressing A-beta42, growth rescue, OD600, 48 h; response scale: 0% DMSO, 100% iron-clioquinol control. Potency, µM (highest dose often 46.1 µM), for the others: at the highest dose growth rescue, most hits filed as activators. 0.063% of 410,000 active; note: potency is the fitted concentration of half-maximal effect; nearly all actives have a fitted effect of over 55% in size
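Yeast growth medium received pinned compounds, then yeast cells expressing toxic A-beta were added; plates incubated at 30 C for 48 hr. Growth read as absorbance at 600 nm, normalized to DMSO and equimolar FeCl3 plus clioquinol controls.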
FUS yeast rescue: qHTS for Suppressors of FUS Proteinopathy: Primary screen using FUS-linked yeast assay; AID 1347120, 2019; 0.24% of 390,000 active; S. cerevisiae FUS-expressing, growth rescue, OD600, 24 h; Potency, µM (series often up to 76.6 µM), for the others: at the highest dose growth rescue (activation), actives largely listed as activators;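 note: potency is the fitted concentration of half-maximal effect; plate controls were DMSO vehicle for no effect and reference control for full effect; nearly all actives have a fitted effect of over 55% in size; some results filed as inactive show a strong effect at the top dose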
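Cultures pregrown in 2.5% raffinose medium are shifted to minimal medium containing 2% galactose to express toxic FUS. Compounds are tested at several concentrations. After 24hr at 30C, growth is quantified at 600 nm absorbance.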
aSyn rescue: qHTS of alpha-syn Inhibitors. AID 652106, 2013. Potency, µM (highest dose often 46.1 µM), for inactives: top-dose growth rescue (activation), actives largely listed as activators. 0.14% of 370,000 active. Yeast expressing alpha-synuclein, growth rescue, BacTiter-Glo, 24 h; note: potency is the fitted concentration of half-maximal effect; % of control where 0% means no effect; nearly all actives have a fitted effect of over 65% in size
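Rescue of yeast growth: cells expressing toxic alpha-synuclein, induced in galactose at OD600 0.02, incubated with compound 24 h at 30 C. ATP luminescence quantified growth; inhibitors of toxicity appear as activators.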
MmCpn inh: Inhibitors of TCP-1 ring complex (TRiC) of Methanococcus maripaludis (MmCpn): qHTS | 0.031% of 330,000 active | Chaperonin Mm-Cpn (Methanococcus maripaludis) | Potency, µM (series often up to 76.9 µM), for inactives: top-dose activity, negative = inhibition, usual class: inhibitors | purified Mm-Cpn ATPase, ADP Transcreener TR-FRET; note: potency is the fitted concentration of half-maximal effect; % is set by controls: 0 for no effect and ±100 for the full control effect; nearly all actives have a fitted effect of over 80% in size
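ATPase turnover read by TR-FRET ADP competition (Eu cryptate antibody/ADP-d2, 665/590 nm): 10uM ATP final, 25nM Mm-CPN final, 30 min 37degC after 10-min compound preincubation, pH 7.4 Tris/KCl/MgCl2/DTT buffer.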
TDP-43 yeast inh: qHTS of TDP-43 Inhibitors; TDP-43 expressing yeast growth rescue, BacTiter-Glo, 24 h; Potency, µM (doses to about 46.1 µM), inactives show top-dose growth rescue (activation), actives largely listed as activators; 1.8% of 410,000 active; AID 652104, 2013; note: potency is the fitted concentration of half-maximal effect; % of control where 0% means no effect; nearly all actives have a fitted effect of over 50% in size
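Luminescence from BacTiter-Glo reports growth of TDP-43-expressing yeast after 24 hr at 30 deg C with compound. Cells were raffinose-pregrown to mid-log, then seeded in galactose medium at OD600=0.02.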
GLP1R inv ag: qHTS of GLP-1 Receptor Inverse Agonists (Inhibition Mode); Glucagon-like peptide 1 receptor (Homo sapiens), P43220; HEK293 GLP-1R CRE-luciferase, luminescence, 24 h; GLP-1R form is constitutively active; Potency, µM (titrated, usually from 38.3 µM), inactives show top-dose activity change, negative = inhibition, actives largely listed as inhibitors; 1.6% of 410,000 active; AID 624417, 2012; note: potency is the fitted concentration of half-maximal effect; % is set by controls: 0 for no effect and ±100 for the full control effect; nearly all actives have a fitted effect of over 55% in size
Target sequence (P43220 whole entry, looked up): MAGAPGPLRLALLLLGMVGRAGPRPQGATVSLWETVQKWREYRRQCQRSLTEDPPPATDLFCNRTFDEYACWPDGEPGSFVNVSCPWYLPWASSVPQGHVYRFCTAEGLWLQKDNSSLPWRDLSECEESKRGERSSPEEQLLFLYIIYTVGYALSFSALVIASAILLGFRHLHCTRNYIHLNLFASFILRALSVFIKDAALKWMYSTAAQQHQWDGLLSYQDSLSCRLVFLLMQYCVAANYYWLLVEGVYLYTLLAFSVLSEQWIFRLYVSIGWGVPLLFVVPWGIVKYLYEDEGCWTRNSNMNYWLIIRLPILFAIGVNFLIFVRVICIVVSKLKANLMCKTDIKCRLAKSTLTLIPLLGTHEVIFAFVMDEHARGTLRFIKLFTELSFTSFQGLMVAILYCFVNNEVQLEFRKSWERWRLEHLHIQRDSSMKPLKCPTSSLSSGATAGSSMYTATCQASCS
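Luminescence readout: a drop in cAMP-driven luciferase signal flags inverse agonism at a constitutively active GLP-1R stably expressed in HEK293. Compound exposure lasted 24 hr at 37 deg C, 5% CO2.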
PTHR1 agonist: qHTS for PTHR1 Agonists: Primary Screen; Parathyroid hormone/parathyroid hormone-related peptide receptor (Homo sapiens), Q03431; HEK293 GP2 PTHR1 cells, GloSensor cAMP luminescence, 1 h; Potency, µM (top dose mostly 115 µM), for the others: at the top dose activation, most hits filed as activators; 0.075% of 410,000 active; AID 743266, 2014; note: potency is the fitted concentration of half-maximal effect; nearly all actives have a fitted effect of over 55% in size; some results filed as inactive show a strong effect at the top dose; inactives centre near -15; many of its hits are not listed in these tables
Target sequence (Q03431 whole entry, looked up): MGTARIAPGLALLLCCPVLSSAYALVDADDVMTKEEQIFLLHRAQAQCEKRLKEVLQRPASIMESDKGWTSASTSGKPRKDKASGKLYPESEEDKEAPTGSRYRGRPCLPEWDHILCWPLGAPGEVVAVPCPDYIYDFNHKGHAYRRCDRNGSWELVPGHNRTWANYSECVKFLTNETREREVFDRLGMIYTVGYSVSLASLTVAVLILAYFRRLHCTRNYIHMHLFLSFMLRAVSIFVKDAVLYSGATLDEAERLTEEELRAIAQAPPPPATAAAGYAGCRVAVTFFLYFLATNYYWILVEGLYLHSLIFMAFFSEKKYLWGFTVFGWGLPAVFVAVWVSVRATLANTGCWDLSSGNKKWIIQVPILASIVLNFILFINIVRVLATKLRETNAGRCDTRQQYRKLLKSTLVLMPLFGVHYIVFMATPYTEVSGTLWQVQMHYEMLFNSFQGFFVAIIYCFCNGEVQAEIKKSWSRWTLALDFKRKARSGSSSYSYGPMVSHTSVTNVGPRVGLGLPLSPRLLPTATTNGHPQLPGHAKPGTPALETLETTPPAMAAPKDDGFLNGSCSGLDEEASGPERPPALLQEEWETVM
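HEK-293-derived GP2 cells expressing PTHR1 and a GloSensor cAMP reporter, 3,000/well, plated overnight, given luciferin plus IBMX (each 0.5 mM as added) for 1 h at 37 °C, then compound for 1 h at 37 °C. Luminescence was read after 15 min at room temperature.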
An asterisk follows results filed as active; i = inactive; u = inconclusive; x = not tested or not shown; [ ] = dose if it differs, or a comment. Unless noted, calls come from the whole dose curve; as a rule, active = well fitted curve in the direction sought with a large enough effect; inconclusive = small, poorly fitted or top-dose-only effect, or another doubt; inactive = no such curve, though single readings can be large; an effect the other way counts as inactive or inconclusive. A portion of the library; count on the stated rates, not on these rows.

SMILES	pAkt inh	HEK293 tox	Abeta yeast res	FUS yeast rescue	aSyn rescue	MmCpn inh	TDP-43 yeast inh	GLP1R inv ag	PTHR1 agonist
O=C(O)CN1C(=O)/C(=C2\SC(=S)N(C(Cc3ccccc3)C(=O)O)C2=O)c2ccccc21 (stereo not given)	i	u	0%	18%	-6%	0%	-6%	u	-25%
COc1ccc(NC(=O)C2CCN(S(=O)(=O)c3ccc(N4CCCC4=O)cc3)CC2)c(OC)c1	i	-10%	-20%	1%	1%	-1%	-15%	3%	i
NC(=O)CC1NC(=O)c2cc([N+](=O)[O-])cc(I)c2OCCC(C(N)=O)NC(=O)[C@@H]2CCCN2C1=O (stereo not given in full)	i	15%	1%	7%	-3%	-1%	10%	-9%	-18%
CN(CC(=O)Nc1sc2c(c1C#N)CCCCC2)Cc1nc2ccccc2c(=O)[nH]1	i	-6%	-17%	11%	1%	1%	19%[9.22 µM]	u	-8%
O=C(O)COc1c(F)c(F)c(C(F)(F)F)c(F)c1F	i	2%	2%	-9%	-6%	1%	15%	-8%	i
CC(C)c1ccc(O)c(NC(=O)c2cccnc2)c1	i	3%	7%	37%	0%	1%	-28%	7%	3%[57.5 µM]
COc1cccc(OCc2nc3c4cnn(-c5ccccc5)c4ncn3n2)c1	u	9%	9%	14%	-7%	1%	-17%	3%	6%[57.5 µM]
S=c1[nH]nc(-c2ccccn2)n1/N=C/c1ccc(Cl)cc1	i	-3%	-1%	1%	-6%	0%	6%	3%	-18%
NC(=O)C1CCN(c2nc(-c3ccccc3)nc3c2oc2ccccc23)CC1	i	10%	-10%	-8%	3%	-5%	-17%	0%	i
COc1cc(CN2CCC(C(=O)NC(C)(C)C)CC2)ccc1OCc1ccccc1	i	-6%	14%	-4%	1%	x	15%	u	-23%
COc1cc2[nH]c(=S)n(C3CCCC3)c(=O)c2cc1OC	i	-4%	10%	28%	-6%	1%	u	0%	i
C/C(=N\Nc1nc2ccccc2[nH]1)c1ccc(Cl)s1	i	u	-2%	31%	12%	-4%	7%	u	-8%
COc1cc(/C=N/NC(N)=S)ccc1OCC(=O)Nc1ccc(C)c(C)c1	i	-18%	-14%	u	-9%	x	-3%	14%	u
COc1ccc(C2=NOC3(CC(=O)N(c4ccc5ccccc5c4)C3=O)C2)c(OC)c1 (stereo not given)	i	5%	13%	32%	3%	-3%	-28%	-1%	-1%[57.5 µM]
CCc1nn(CC(=O)NCCCc2ccccc2)c(=O)c2cc3ccccc3n12	x	-1%	13%	-26%	x	x	26%	2%	-14%
CC(C)c1ccccc1NC(=O)Cn1c(/C=C/c2ccccc2)nc2ccccc21	i	-4%	-1%	20%	-10%	0%	0%	u	-7%
CCc1cc2ccc(OC)cc2nc1SCC(=O)NNC(C)=O	i	1%	-16%	-3%	-5%	-13%	9%	15%	-36%[inhibitor]
CCOC(=O)c1ccc(S(=O)(=O)N(CCO)Cc2cc3cc(OC)c(OC)cc3[nH]c2=O)cc1	i	5%	-6%	17%	0%	-2%	1%	16%	i
CCn1c(=O)c2c(nc3n2CCN3c2ccccc2)n(C)c1=O	i	9%	-6%	2%	-2%	0%	0%	24%	-23%
CCOC(=O)c1nc(NNC(C)=O)sc1C	i	-2%	-7%	-13%	2%	0%	-16%	-11%	25%
COC(=O)/C=C1\SC(=NC(=O)c2cccc([N+](=O)[O-])c2)NC1=O	i	-6%	6%	17%	8%	2%	1%	10%	i
Oc1ccc(/C=N/NC2=NCCCCC2)c(O)c1	i	-2%	9%	-7%	0%	11%	8%	7%	i
CCn1c(C)nc2cc(S(N)(=O)=O)ccc21	i	-17%[7.66 µM]	-4%	5%	4%	-24%	6%[9.22 µM]	-20%[7.66 µM]	-1%
CN1CCC(=NOc2ccc([N+](=O)[O-])cc2)CC1	i	11%[7.66 µM]	-12%	9%	0%	1%	10%[9.22 µM]	1%[7.66 µM]	i
Cc1cccc(N2C(=O)/C(=C/c3ccccn3)SC2=S)c1	i	-9%	5%	-3%	-5%	-1%	8%	18%	i
CN1CCN(C2CN(Cc3cn(Cc4cccc(C(F)(F)F)c4)nn3)S(=O)(=O)C2)CC1 (stereo not given)	i	2%	-6%	-12%	0%	x	17%	28%	i
O=c1[nH]c2cccnc2c2ccsc12	i	2%	-13%	-9%	5%	3%	-17%	31%	-19%
Cc1cc(C)n2nc(SCc3ccccc3)nc2n1	i	2%	7%	5%	11%	1%	23%	19%	-56%[inhibitor]
CCOC(=O)C1(Cc2cccc(OC)c2)CCN(C/C=C/c2ccc(OC)cc2)CC1	i	u	2%	26%	-2%	-2%	-12%	u	-34%[inhibitor]
COc1ccc(/C=c2/sc3nc(-c4ccccc4)c(-c4ccccc4)n3c2=O)cc1	i	-10%	-11%	-4%	-14%	2%	-4%	14%	-10%
C[C@@H]1CN([C@H](C)CO)C(=O)CCCn2nncc2CO[C@@H]1CN(C)C(=O)c1ccc(N2CCN(C)CC2)cc1	i	0%	15%	-16%	-4%	x	6%	10%	-19%
CC(C)(O)C1=NOC(c2ccccc2)C1 (stereo not given)	i	1%	14%	4%	5%	-2%	26%	-13%	i
CCCCCc1nnc(NC(=O)C(=O)OCC)s1	i	0%	-4%	-17%	-5%	-2%	0%	-29%	i
Cc1cc(-c2nnc(-c3cccc(Cl)c3)o2)no1	i	-2%	-10%	7%	-4%	-4%	7%	13%	-3%
Cn1c(O)c(/C=N/NC(=O)c2cc3ccccc3cc2O)c2ccccc21	i	37%[activator]	-14%	19%	-8%	2%	-2%	u	-20%
CN(Cc1ccccc1)C(=O)COC(=O)Cn1cnc2ccccc21	i	-11%	7%	-5%	-4%	2%	-11%	4%	i
Cc1ccc(Cc2cnc(NC(=O)/C(C#N)=C/c3ccc(-c4cccc([N+](=O)[O-])c4)o3)s2)cc1	i	71%[activator]	2%	29%	0%	0%	-11%	20%	-23%
N/C(=N\OC(=O)COc1ccccc1)c1ccccn1	i	-6%	-32%	3%	u	0%	-7%	10%	-22%
CCOC(=O)c1oc2c(CN3CCN(C)CC3)c(O)c(CC)cc2c(=O)c1-c1nc2ccccc2s1	i	6%	-6%	-22%	-1%	x	1%	11%	-4%
COc1ccccc1NC(=O)COc1cc(C)nc(C(C)C)n1	i	3%	-1%	14%	0%	1%	-8%	0%	14%[57.5 µM]

Part of the list above in order of count of non-hydrogen atoms, highest first.
SMILES	pAkt inh	HEK293 tox	Abeta yeast res	FUS yeast rescue	aSyn rescue	MmCpn inh	TDP-43 yeast inh	GLP1R inv ag	PTHR1 agonist
CN1CCN(C2CN(Cc3cn(Cc4cccc(C(F)(F)F)c4)nn3)S(=O)(=O)C2)CC1 (stereo not given)	i	2%	-6%	-12%	0%	x	17%	28%	i
COC(=O)/C=C1\SC(=NC(=O)c2cccc([N+](=O)[O-])c2)NC1=O	i	-6%	6%	17%	8%	2%	1%	10%	i
N/C(=N\OC(=O)COc1ccccc1)c1ccccn1	i	-6%	-32%	3%	u	0%	-7%	10%	-22%
CCn1c(C)nc2cc(S(N)(=O)=O)ccc21	i	-17%[7.66 µM]	-4%	5%	4%	-24%	6%[9.22 µM]	-20%[7.66 µM]	-1%

(more compounds)
SMILES	pAkt inh	HEK293 tox	Abeta yeast res	FUS yeast rescue	aSyn rescue	MmCpn inh	TDP-43 yeast inh	GLP1R inv ag	PTHR1 agonist
CCN(CC)C(=O)C1CCN(c2nnc(C)c3c(C)n(-c4ccc(Cl)cc4)nc23)CC1	x	2%	-4%	-15%	x	x	20%	1%	1%
CCOC(=O)c1sc2c(c1C)c(=O)n(CCO)c(=O)n2Cc1ccccc1	i	-13%	-11%	-13%	1%	1%	12%	70%[activator]	i
CC(C)CN(CC(C)C)S(=O)(=O)N1CCC(C(=O)NCc2ccc(F)cc2)CC1	i	-14%	19%	31%	0%	2%	-19%	u	i
N#Cc1ccc(-c2nc3ccccc3nc2-c2ccccc2)cc1C#N	i	8%	-2%	11%	3%	-5%	6%	21%	i
CCC(C(=O)NNC(=O)c1cnccn1)c1ccccc1 (stereo not given)	i	4%[1.53 µM]	7%	14%	-3%	-1%	-2%	-25%	i
CC(C)NC(=S)N/N=C/c1c[nH]c2ccccc12	i	10µM*	-11%	14%	4%	0%	13%	u	-13%
CCOC(=O)C(CC)Sc1ncnc2c1c(-c1ccccc1)cn2-c1ccc(OC)cc1 (stereo not given)	x	3%	-8%	8%	x	x	11%	u	i
O=C(c1cc(Cl)cc(Cl)c1)N1CCN(c2cc(C(F)(F)F)nc3ccccc23)CC1	i	3%	16%	7%	-7%	1%	10%	11%	-18%
CC1CC=C(c2ccccc2)C(=S)N1 (stereo not given)	i	u	6%	6%	3%	0%	23%	10µM*	i
CCc1ccccc1-n1c(N)c(C(=O)OC)c2nc3ccccc3nc21	x	217%[activator]	-7%	4%	-5%	x	5%	13%	i
COc1ccccc1NC(=O)CCC(=O)c1ccc(-c2ccccc2)cc1	i	15%	8%	x	6%	-9%	10%	u	-7%
COc1ccccc1C(=O)NCC(=O)N/N=C/c1ccc([N+](=O)[O-])cc1	i	-7%	-8%	7%	0%	0%	6%	12%	-3%
